Bioassay records (PubChem)
Rad51 HR inh: Rad51 (human) homologous recombination inhibition. Q06609. hRad51 DNA strand exchange, fluorescence dequenching. inhibition, % at 10 µM. hit rate 0.085% among 200,000. AID 1385;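 active = inhibition above 40% at the single screening dose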;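 also: 0% = DMSO control wells and 100% = blanks with heterologous ssDNA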
Target sequence (Q06609 whole entry, looked up): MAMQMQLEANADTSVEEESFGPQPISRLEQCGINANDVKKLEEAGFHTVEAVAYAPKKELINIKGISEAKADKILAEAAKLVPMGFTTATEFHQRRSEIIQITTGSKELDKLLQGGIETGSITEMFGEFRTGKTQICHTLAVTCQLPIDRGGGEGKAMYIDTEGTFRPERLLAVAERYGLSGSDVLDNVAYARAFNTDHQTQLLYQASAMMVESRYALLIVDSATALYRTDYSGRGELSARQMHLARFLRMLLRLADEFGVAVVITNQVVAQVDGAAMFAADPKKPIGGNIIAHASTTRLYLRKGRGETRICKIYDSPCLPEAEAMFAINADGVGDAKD
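Material: human Rad51–ssDNA filaments; Probe or stimulus: labelled 47-mer dsDNA for strand exchange; Doses: single 10 µM dose; Incubation: 37 °C 15-min filament assembly, 30-min compound preincubation, 15-min exchange; Technique: FRET fluorescence dequenching, excitation 485 nm, emission 520 nm; Measure: Fluorescence-based percent inhibition, control- and blank-normalised; Benchmarks: plate control and blank wells.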
Hck Nef HTS: human Hck-Nef kinase inhibition | hit rate 0.68% among 220,000 | P08631 | AID 463187 | Recombinant Hck-YEEI plus Nef, Z-Lyte FRET kinase assay | inhibition, % at 20 µM;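 active = Hck-Nef kinase inhibition above about 50%, limit read from the data; inactive = inhibition below that limit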;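 also: 0% = DMSO with Hck plus Nef and 100% = Hck alone without Nef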
m-calpain inh: blocks pig calpain II enzyme activity. purified calpain II, fluorogenic peptide substrate, 30 min. inhibition, % at 16 µM. hit rate 0.37% among 220,000. AID 1236;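 active = inhibition above about 50%, limit read from the data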
EP2 modulator: modulates human prostaglandin E2 receptor EP2 signaling. P43116. EP2-expressing cells, cAMP HTRF FRET, PGE2 co-stimulation. induction, % at 25 µM. hit rate 0.83% among 260,000;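 active = compounds whose cAMP rise, as percent of the full-agonist control response, exceeds 60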;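 also: rat C6 glioma line stably carrying human EP2 under a CMV promoter; the protocol text gives 20 µM as final concentration; 100% = response of wells given 1 µM PGE2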
Target sequence (P43116 whole entry, looked up): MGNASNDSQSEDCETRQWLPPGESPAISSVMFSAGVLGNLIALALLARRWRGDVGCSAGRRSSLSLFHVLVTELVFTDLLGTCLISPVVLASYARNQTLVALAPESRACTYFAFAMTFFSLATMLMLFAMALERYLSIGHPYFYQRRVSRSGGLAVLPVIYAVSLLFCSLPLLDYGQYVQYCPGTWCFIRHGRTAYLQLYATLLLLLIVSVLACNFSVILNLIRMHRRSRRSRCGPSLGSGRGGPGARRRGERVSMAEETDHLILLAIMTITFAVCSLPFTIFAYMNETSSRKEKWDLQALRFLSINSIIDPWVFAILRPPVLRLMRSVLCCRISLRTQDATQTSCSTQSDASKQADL
eIF4E-4G inh: eIF4E/eIF4G interaction inhibition in translation initiation; inhibition, % at 21.7 µM; hit rate 0.37% among 220,000; TR-FRET eIF4E-eIF4GI(517-606) binding, 2 h;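 active = inhibition above about 30%, limit read from the data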;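 also: 0% = full FRET control wells and 100% = background wells lacking eIF4GI fragment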
zVAD death inh: L929 zVAD cell death inhibition | viability rescue, % at 10 µM | L929 zVAD necroptosis rescue, ATP luminescence, 24 h; with zVAD 60 µM | hit rate 0.38% among 220,000;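 active = activation, scaled between plate controls, above about 75%, limit read from the data; inactive = activation under that limit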;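 also: 0% = zVAD with DMSO and 100% = DMSO alone without zVAD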
TbHK1 inh: T. brucei hexokinase 1 inhibition; AID 1430; hit rate 0.11% among 220,000; inhibition, % at 10 µM; recombinant TbHK1, G6PDH-coupled NADH A340;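 active = inhibition of 50% or more in the single-dose primary screen; inactive = inhibition below 50%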
EP2 antag: inhibitors of human EP2 prostaglandin E2 receptor. C6 glioma cells expressing human EP2, cAMP TR-FRET; cells stimulated with saturating PGE2. inhibition, % at 25 µM. hit rate 0.52% among 260,000;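 active = percent inhibition above 40 after rounding to a whole number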;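 also: rat C6 glioma host cells with rolipram phosphodiesterase inhibitor present; the protocol text gives 20 µM as final concentration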
14-3-3 Bad PPI: disrupts binding of bovine 14-3-3 zeta to phospho-Bad peptide; TR-FRET 14-3-3zeta/Dy647-pBad peptide displacement, 1 h; hit rate 0.71% among 220,000; inhibition, % at 21.7 µM; P63103;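 active = inhibition above about 70%, limit read from the data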;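 also: 0% = full 14-3-3 plus peptide FRET controls and 100% = background without 14-3-3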
Target sequence (P63103 whole entry, looked up): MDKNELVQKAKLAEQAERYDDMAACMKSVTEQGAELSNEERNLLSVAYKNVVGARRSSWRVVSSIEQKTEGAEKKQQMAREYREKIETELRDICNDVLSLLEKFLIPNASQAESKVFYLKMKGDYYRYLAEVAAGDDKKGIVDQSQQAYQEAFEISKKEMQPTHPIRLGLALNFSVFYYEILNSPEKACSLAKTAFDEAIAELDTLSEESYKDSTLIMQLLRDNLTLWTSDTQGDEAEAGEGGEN
Starred values were filed as active, the others as inactive; . = not tested or not shown; [ ] = remark or other dose. The list is partial; count on the stated rates, not on these rows.

Preview:
SMILES | Rad51 HR inh | Hck Nef HTS | m-calpain inh | EP2 modulator | eIF4E-4G inh | zVAD death inh | TbHK1 inh | EP2 antag | 14-3-3 Bad PPI
S=c1[nH]nc([C@@H]2C[C@H]2c2ccccc2)n1-c1ccccc1Cl | -3 | 4 | -10 | -6 | -2 | 0.6 | -7 | 7 | -6
COc1ccc2nc(SCC(=O)Nc3ccc(S(=O)(=O)Nc4onc(C)c4C)cc3)[nH]c2c1 | -14 | 0 | -40 | 18 | 2 | 0.1 | 2 | 17 | 28
Cc1ccccc1N1CC(C(=O)Nc2nnc(SCC(=O)Nc3nccs3)s2)CC1=O (stereo not given) | 5 | 15 | -24 | 12 | -2 | 1.4 | 6 | 6 | -9
O=C(NCc1cccc(Br)c1)C1CC(c2ccccc2C(F)(F)F)=NO1 (stereo not given) | -11 | 22 | 29 | 2 | -4 | 0.5 | -2 | 19 | 2
CC(C)C1N(S(=O)(=O)c2ccccc2)CCN1S(=O)(=O)c1ccccc1 | -6 | 0 | 17 | 23 | -6 | -0.4 | 0 | 8 | 5
COc1ccc(-n2cc(C(=O)Nc3cc([N+](=O)[O-])ccc3OC)c3ccccc3c2=O)cc1 | 6 | 1 | -43 | -13 | -1[fluorescence artefact?] | 0.8 | 11 | 3 | 1[fluorescence artefact?]
Nc1cc(-c2ccc(Br)cc2)nn1Cc1ccccc1 | 1 | 17 | -9 | -54 | -1 | 58 | 0 | 5 | -11
Cc1ccc(Nc2nc(N)nc(CN3CCN(Cc4ccc5c(c4)OCO5)CC3)n2)cc1 | 0 | -7 | -15 | -19 | 2[fluorescence artefact?] | 1.2 | -3 | 10 | 1
NC1=NC(c2ccc(Cl)cc2)C(C(=O)c2ccccc2)N1 (stereo not given) | 13 | 13 | -23 | 27 | -4 | 0.3 | -7 | 8 | -1
O=C1CCC(=O)N1c1ccccc1-c1ccccc1 | -7 | 1 | 7 | -3 | -15[fluorescence artefact?] | 0.5 | -2 | 15 | -10
Nc1ccccc1-c1nnc(SCc2ccccc2F)[nH]c1=O | -1 | 1 | -27 | 2 | 33*[fluorescence artefact?] | 0.8 | -5 | -1 | -6
CC(C)c1ccc(Nc2ncccc2C(=O)O)cc1 | -5 | 15 | 13 | -49 | 1 | -0.7 | -4 | 26 | 11

The listing, from the start:
SMILES | Rad51 HR inh | Hck Nef HTS | m-calpain inh | EP2 modulator | eIF4E-4G inh | zVAD death inh | TbHK1 inh | EP2 antag | 14-3-3 Bad PPI
S=c1[nH]nc([C@@H]2C[C@H]2c2ccccc2)n1-c1ccccc1Cl | -3 | 4 | -10 | -6 | -2 | 0.6 | -7 | 7 | -6
COc1ccc2nc(SCC(=O)Nc3ccc(S(=O)(=O)Nc4onc(C)c4C)cc3)[nH]c2c1 | -14 | 0 | -40 | 18 | 2 | 0.1 | 2 | 17 | 28
Cc1ccccc1N1CC(C(=O)Nc2nnc(SCC(=O)Nc3nccs3)s2)CC1=O (stereo not given) | 5 | 15 | -24 | 12 | -2 | 1.4 | 6 | 6 | -9
O=C(NCc1cccc(Br)c1)C1CC(c2ccccc2C(F)(F)F)=NO1 (stereo not given) | -11 | 22 | 29 | 2 | -4 | 0.5 | -2 | 19 | 2
CC(C)C1N(S(=O)(=O)c2ccccc2)CCN1S(=O)(=O)c1ccccc1 | -6 | 0 | 17 | 23 | -6 | -0.4 | 0 | 8 | 5
COc1ccc(-n2cc(C(=O)Nc3cc([N+](=O)[O-])ccc3OC)c3ccccc3c2=O)cc1 | 6 | 1 | -43 | -13 | -1[fluorescence artefact?] | 0.8 | 11 | 3 | 1[fluorescence artefact?]
Nc1cc(-c2ccc(Br)cc2)nn1Cc1ccccc1 | 1 | 17 | -9 | -54 | -1 | 58 | 0 | 5 | -11
Cc1ccc(Nc2nc(N)nc(CN3CCN(Cc4ccc5c(c4)OCO5)CC3)n2)cc1 | 0 | -7 | -15 | -19 | 2[fluorescence artefact?] | 1.2 | -3 | 10 | 1
NC1=NC(c2ccc(Cl)cc2)C(C(=O)c2ccccc2)N1 (stereo not given) | 13 | 13 | -23 | 27 | -4 | 0.3 | -7 | 8 | -1
O=C1CCC(=O)N1c1ccccc1-c1ccccc1 | -7 | 1 | 7 | -3 | -15[fluorescence artefact?] | 0.5 | -2 | 15 | -10
Nc1ccccc1-c1nnc(SCc2ccccc2F)[nH]c1=O | -1 | 1 | -27 | 2 | 33*[fluorescence artefact?] | 0.8 | -5 | -1 | -6
CC(C)c1ccc(Nc2ncccc2C(=O)O)cc1 | -5 | 15 | 13 | -49 | 1 | -0.7 | -4 | 26 | 11
CCCn1c(=O)c(C(=O)N/N=C/c2ccc(F)cc2)c(O)c2ccccc21 | . | 22 | -27 | -24 | -7 | -0.1 | -41 | 9 | -5
CC(C)[C@@H](CO)NC(=O)c1ccc2c3n(nc2c1)-c1ccc(Cl)cc1CO3 | 8 | 28 | -61 | 2 | -2 | 1.0 | -18 | 15 | 0
CCOC(=O)c1c(C)c(C(=O)Nc2ccc3c(c2)OCCO3)c(C)n1CC | -1 | 5 | 8 | -16 | -4 | 13 | 5 | 3 | 1
O=C(NCc1n[nH]c(=S)n1Cc1ccccc1)c1ccccc1 | . | 1 | -13 | 2 | 3 | 0.3 | 1 | 4 | -6
CCOC(=O)c1nn(-c2ccc(Cl)cc2)c2nc(CC)c(C#N)c(=O)n12 | 1 | 9 | -116 | 56 | 10 | -0.5 | -3 | 13 | -9[fluorescence artefact?]
CCCc1[nH]nc2c1C(c1ccccc1OCC)C(C#N)=C(N)O2 (stereo not given) | -3 | 0 | 21 | 22 | 3 | -0.5 | 2 | 9 | -24
Cc1cc(C)nc(NS(=O)(=O)c2ccc(N/C=C3\CCCC3=O)cc2)n1 | 8 | 12 | 24 | 55 | -2[fluorescence artefact?] | 1.1 | -45 | 9 | -8
Cc1ccccc1NC(=S)NCC(c1cccnc1)N(C)C (stereo not given) | -4 | 6 | -16 | 14 | 7[fluorescence artefact?] | 0.2 | -5 | 5 | -8
CCc1nc(SCC(=O)Nc2ccnc3ccccc23)n[nH]1 | 4 | 3 | 19 | -21 | 3 | 0.7 | 1 | 5 | 3
CC(C)(C)c1nc(C(C)(C)C)c(Br)c(=O)[nH]1 | -20 | 2 | 10 | 28 | 9 | 0.7 | 5 | 6 | 9
Cc1cc(C)c(C#N)c(SCS(=O)Cc2ccc(Cl)cc2)n1 (stereo not given) | 2 | -1 | -17 | -64 | 9 | -0.1 | 1 | 16 | -7
O=C(OCC(=O)N1CCCC1)c1cncc(Br)c1 | . | 1 | 7 | 13 | 3 | 0.0 | -8 | . | 1
CCOc1ccc(/C=C2\SC(=S)N(NC(=O)c3ccncc3)C2=O)cc1OC | -23 | 18 | 4 | 12 | -5 | 0.6 | 0 | 6 | 1
COc1ccc(C(=O)Nc2ccc3oc(-c4cccnc4)nc3c2)cc1OC | 6 | 17 | -97 | -35 | -1 | 14 | -14 | 11 | -9
O=S(=O)(CCOc1ccccc1)N1CCOCC1 | . | -7 | -8 | 13 | 5 | . | 0 | 6 | 4
Cc1ccccc1N1CCN(C(=O)c2ccccc2NC(=O)c2ccccc2C(=O)O)CC1 | -79 | 19 | -19 | 7 | 0 | 18 | -2 | 4 | -3
COc1ccc(S(=O)(=O)N2CCN(c3ccc4nnc(-c5ccccc5)n4n3)CC2)cc1 | -3 | 1 | -79 | -4 | -1 | 1.5 | -28 | 13 | 3
CC(NC(=O)c1ccco1)C(=O)N1CCc2ccccc2C1 (stereo not given) | 1 | -23 | 9 | 37 | -2 | -0.9 | 6 | -3 | 1
CN(c1ccc(C(=O)Nc2ccc(Cl)cn2)cc1)S(=O)(=O)c1ccccc1 | 2 | 3 | 6 | -36 | -1 | 40 | 0 | 4 | -5
CC(NC(=S)Nc1cccc(C(F)(F)F)c1)C(C)(C)C (stereo not given) | -3 | 1 | 0 | -23 | -2 | 0.0 | -4 | 5 | 52
O=C(NC(=S)Nc1ccc(NC(=O)c2cccs2)cc1)c1cc2ccccc2o1 | -9 | 13 | -19 | -8 | -6 | 0.5 | -21 | 6 | -6
Cc1cc(C)n2nc(SCC(=O)N(C(C)C)C(C)C)nc2n1 | -2 | -3 | -49 | 3 | 8[fluorescence artefact?] | 0.6 | -4 | 8 | -2
CCOc1ccc(-n2c(-c3ccccc3)c[n+]3c2CCCCC3)cc1 | -3 | 4 | 11 | 3 | 1[fluorescence artefact?] | -0.1 | 4 | 7 | 0[fluorescence artefact?]
O=C(CSc1ccc2c(c1)OCCO2)NC(=O)NC1CCCC1 | 1 | -5 | -10 | -20 | 3[fluorescence artefact?] | -1.2 | 5 | 2 | -5
O=C(/C=C/c1cccc([N+](=O)[O-])c1)NCc1ccc2c(c1)OCO2 | . | -1 | 21 | -66 | -1 | -0.5 | -2 | 9 | 6[fluorescence artefact?]
NC(=S)Nc1cc(Cl)ccc1Cl | -5 | -12 | 16 | -19 | -3 | -0.7 | -12 | 4 | -3
CC(C)Cn1c(O)c2ccc(C(=O)N=NC(=O)c3cccnc3)cc2c1O | -1 | 0 | 14 | 11 | 11 | -0.1 | -9 | 3 | 0[fluorescence artefact?]
CC1CCN(c2nnc(-c3ccccc3)c3ccccc23)CC1 | 6 | -2 | 8 | 65* | 2 | -0.8 | -6 | 13 | -4
FC(F)(Cl)c1nnc2ccc(Sc3ccccn3)nn12 | -45 | 30 | 3 | -22 | 7 | -2.0 | -3 | 4 | -5
O=C(CN1CCN(S(=O)(=O)c2ccc(F)cc2)CC1)Nc1cc(C(F)(F)F)ccc1Cl | . | 1 | 4 | 13 | 0 | -0.2 | -11 | 15 | 9
COc1ccccc1N1CCN(CC(=O)Nc2ccc(CN3CCCCC3)cc2)CC1 | -6 | -1 | 5 | 6 | 2 | 0.3 | 6 | 14 | 18[fluorescence artefact?]
COCCNC(=O)c1c(NC(=O)c2nc(SC)ncc2Cl)sc2c1CCCC2 | -14 | 2 | 9 | 10 | -7[fluorescence artefact?] | 1.6 | -7 | 15 | 9[fluorescence artefact?]
CCCc1nc(SCc2ccccc2Cl)n[nH]1 | 3 | 1 | -19 | 27 | -4[fluorescence artefact?] | 0.7 | -1 | 17 | 3
O=C(c1cccnc1)N1CCN(c2ccc3ccccc3n2)CC1 | 1 | 17 | -138 | -5 | 8 | 6.1 | -13 | 15 | 10
Cc1ccc(NC(=O)C(C)OC(=O)c2ccc(NS(=O)(=O)c3ccc(F)c(F)c3)cc2)cc1 (stereo not given) | . | 7 | -13 | 14 | -4[fluorescence artefact?] | 23 | 5 | 8 | 10[fluorescence artefact?]
Cc1cc(=O)n2c3ccccc3n(CC(O)CN3CCN(CCO)CC3)c2c1C#N (stereo not given) | 1 | 13 | 16 | -16 | 3 | -0.4 | -17 | 5 | 10
CC(=O)NC(=S)Nc1ccccc1C(=O)Nc1ccccc1 | -2 | -3 | 17 | 28 | -6 | 0.7 | 0 | 3 | -10[fluorescence artefact?]
Cn1c(=O)[nH]c(=O)c2[nH]c(CN3CCN(Cc4ccccc4)CC3)nc21 | -14 | 25 | -8 | 12 | 17 | 0.1 | -6 | 7 | 3
Cc1occc1-c1nnc(SCC(=O)N2CCOCC2)n1CC(C)C | 2 | 9 | 9 | 37 | 4 | 0.1 | -2 | 8 | -6
O=C(COc1ccccc1Cl)N1CCN(c2ccc(F)cc2)CC1 | 4 | 1 | 5 | -29 | -9 | 0.2 | 17 | 10 | -2
